High-throughput results: PubChem, National Center for Advancing Translational Sciences (NCATS)
IDH1 R132H inh – inhibitors of human mutant IDH1 R132H | O75874 | IDH1-R132H enzyme, NADPH consumption, diaphorase/resazurin fluorescence | Potency, µM (doses to about 76.6 µM), for inactives: top-dose activity change, negative = inhibition, hits mostly inhibitors | 390,000 compounds, 0.093% hits; note: % is set by controls: 0 for no effect and ±100 for the full control effect; nearly all actives have a fitted effect of over 65% in size
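IDH1-R132H (0.5 ug/mL dispensed) in pH 7.5 Tris buffer was preincubated 30 min with compound, then given a substrate mix of 0.016 mM NADPH and 2 mM alpha-KG for 80 min at room temperature; remaining NADPH was read by diaphorase/resazurin fluorescence.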
Vif-A3F inh – inhibitors of Vif-A3F interaction | HeLa A3F-eYFP + Vif (tagged APOBEC3F with the HIV-1 protein that degrades it), YFP fluorescence increase | Potency, µM (series often up to 46.1 µM), for the others: top-dose activity, negative = active | 390,000 compounds, 0.2% hits | AID 602313; note: % of control where 0% means no effect; nearly all actives have a fitted effect of over 65% in size
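HeLa cells stably expressing Vif plus C-terminally eYFP-tagged A3F were seeded, incubated overnight at 37 deg C, dosed with compound, incubated overnight again at 37 deg C. Yellow fluorescence (Ex 488/Em 500-530) reported blocked Vif-mediated A3F-eYFP degradation.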
RGS4 inh – inhibitors of human regulator of G protein signaling 4; P49798; Potency, µM (top dose mostly 114 µM), without a hit: at the top dose activity change, negative = inhibition, usual class: inhibitors; 390,000 compounds, 0.039% hits; Transcreener GDP fluorescence polarization, RGS4-accelerated GTP hydrolysis; note: % is set by controls: 0 for no effect and ±100 for the full control effect; nearly all actives have a fitted effect of over 75% in size; some results filed as inactive show a strong effect at the top dose
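MLSMR compounds (23 nl, pin-transferred) preincubated 10 min at room temperature with a 500nM (2x) first reagent, then RGS4 at 900nM (2x) plus Transcreener GDP mix added; fluorescence polarization (620/688 nm) read before and after 90 min at 30 °C.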
RXFP1 ag – agonists of human relaxin receptor RXFP1; Q9HBX9; HEK293T-RXFP1 cAMP TR-FRET, 30 min; response scale: percent of porcine relaxin response, buffer zero; Potency, µM (titrated, usually from 57.5 µM), without a hit: at the top dose activation, hits mostly activators; 370,000 compounds, 0.3% hits; AID 2676; note: % is set by controls: 0 for no effect and ±100 for the full control effect; nearly all actives have a fitted effect of over 60% in size; many of its hits are not listed in these tables
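HEK293T cells stably expressing RXFP1 were pretreated with the PDE4 inhibitor Ro 20174, exposed to compounds for 30 min at 37C, lysed, and cAMP was read by TR-FRET. Data normalized to buffer (basal) and 29 nM porcine relaxin (100%).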
Vif-A3G inh – inhibitors of Vif-APOBEC3G interaction; Q9HC16; HeLa A3G-eYFP + Vif (tagged APOBEC3G with the HIV-1 protein that degrades it), YFP fluorescence, overnight; Potency, µM (top dose mostly 46.1 µM), inactives show top-dose activity, negative = active, actives largely listed as inhibitors; 410,000 compounds, 0.076% hits;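 note: % is set by controls: 0 for no effect and ±100 for the full control effect; nearly all actives have a fitted effect of over 60% in size; hits raise eYFP signal because A3G escapes Vif-driven loss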
Target sequence (Q9HC16 whole entry, looked up): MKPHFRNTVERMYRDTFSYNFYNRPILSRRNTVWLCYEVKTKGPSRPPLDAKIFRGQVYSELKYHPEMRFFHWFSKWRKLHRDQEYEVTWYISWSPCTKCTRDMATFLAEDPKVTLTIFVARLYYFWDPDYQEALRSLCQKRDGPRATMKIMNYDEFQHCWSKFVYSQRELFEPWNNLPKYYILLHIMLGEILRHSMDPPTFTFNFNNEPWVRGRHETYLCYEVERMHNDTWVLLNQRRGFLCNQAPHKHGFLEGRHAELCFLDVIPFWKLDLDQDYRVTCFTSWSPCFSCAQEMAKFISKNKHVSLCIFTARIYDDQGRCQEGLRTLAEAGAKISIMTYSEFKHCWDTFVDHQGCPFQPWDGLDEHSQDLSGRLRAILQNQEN
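HeLa cells stably expressing Vif and C-terminally eYFP-tagged A3G, seeded overnight at 37 deg C, then exposed to compound by pintool overnight at 37 deg C. Rise in yellow fluorescence (Ex 488/Em 500-530, Acumen) marks blocked Vif-driven A3G degradation.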
12-LOX inh – inhibitors of human 12S-lipoxygenase ALOX12; 580,000 compounds, 1.1% hits; P18054; purified 12hLO, xylenol orange hydroperoxide absorbance; Potency, µM (titrated, usually from 108 µM), for the others: at the highest dose activity change, negative = inhibition, usual class: inhibitors; note: % is set by controls: 0 for no effect and ±100 for the full control effect
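Purified human 12hLO at 150 nM in 25 mM Hepes, 0.01% Triton X-100, pH 7.0, preincubated 15 min at room temperature with compound. Reaction started with 40 uM arachidonic acid, 30 min at room temperature. Hydroperoxide measured by Fe-xylenol orange, 573/405 nm absorbance ratio.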
rTrxR1 inhibitor – rat TrxR1 inhibition. recombinant rTrxR1, NADPH fluorescence consumption, selenite substrate. Potency, µM (top dose mostly 114 µM), for the others: at the top dose activity change, negative = inhibition, actives largely listed as inhibitors. 390,000 compounds, 1% hits; note: % is set by controls: 0 for no effect and ±100 for the full control effect; nearly all actives have a fitted effect of over 65% in size
Target sequence (O89049 whole entry, looked up): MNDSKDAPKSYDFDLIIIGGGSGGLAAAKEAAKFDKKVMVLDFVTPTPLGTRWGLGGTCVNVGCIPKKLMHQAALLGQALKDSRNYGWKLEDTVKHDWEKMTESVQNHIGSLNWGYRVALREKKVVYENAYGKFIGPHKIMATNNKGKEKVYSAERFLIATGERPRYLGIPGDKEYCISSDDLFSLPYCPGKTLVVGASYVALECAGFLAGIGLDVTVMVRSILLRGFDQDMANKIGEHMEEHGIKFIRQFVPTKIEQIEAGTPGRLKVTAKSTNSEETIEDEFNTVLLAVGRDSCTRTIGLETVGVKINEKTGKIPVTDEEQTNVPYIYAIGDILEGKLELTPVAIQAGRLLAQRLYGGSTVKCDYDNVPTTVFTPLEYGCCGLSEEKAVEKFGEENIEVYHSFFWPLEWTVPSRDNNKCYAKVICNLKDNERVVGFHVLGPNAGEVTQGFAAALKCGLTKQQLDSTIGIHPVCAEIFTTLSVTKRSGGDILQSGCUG
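Rat TrxR1 (90 nM in the dispensed reagent) was pre-reduced with 400 uM NADPH for 5 min at room temperature, then incubated with compound for 15 min. After 400 uM selenite was added, NADPH fluorescence (Ex 340/Em 450 nm) was followed for 8 min.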
TrxR1 substrate – is turned over as a substrate by rat TrxR1; Potency, µM (titrated, usually from 114 µM), inactives show top-dose activity change, negative = substrate turnover; purified TrxR1 substrate turnover, NADPH consumption readout; 390,000 compounds, 0.01% hits; note: % is set by controls: 0 for no effect and ±100 for the full control effect; nearly all actives have a fitted effect of over 50% in size
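Rat TrxR1, dispensed at 90 nM, was prereduced with 400 uM NADPH (final) for 5 min at ~22 deg C, then incubated with compound 15 min before 400 uM selenite. A first-read NADPH fluorescence drop versus no-compound background flagged substrates.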
USP1 inh – inhibitors of human USP1/UAF1 deubiquitinase | O94782 | recombinant USP1/UAF1, Ub-Rhodamine cleavage fluorescence | Potency, µM (doses to about 57.1 µM), inactives show top-dose activity change, negative = inhibition, actives largely listed as inhibitors | 390,000 compounds, 0.23% hits | AID 743255; note: % is set by controls: 0 for no effect and ±100 for the full control effect; nearly all actives have a fitted effect of over 60% in size; inactives centre near -12
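1 nM enzyme complex + cpd, 15 min RT; start with Ub-Rho 150nM final; kinetic fluorescence ex 480/em 540, 6 reads q60 s. Buffer 50mM HEPES pH 7.8, 0.5mM EDTA, 0.1 mg/ml BSA, 1mM TCEP, 0.01% Tween-20.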
* = called active by the depositor; ? = inconclusive; / = no result given; & = joins results of further samples; [ ] = dose if it differs, or a comment. Calls come from the whole dose curve; as a rule, active = well fitted curve in the direction sought with a large enough effect; inconclusive = small, poorly fitted or top-dose-only effect, or another doubt; inactive = no such curve, though single readings can be large; an effect the other way counts as inactive or inconclusive. Potency is the fitted concentration of half-maximal effect. An excerpt. The share of hits here may be higher or lower than overall.

molecule | IDH1 R132H inh | Vif-A3F inh | RGS4 inh | RXFP1 ag | Vif-A3G inh | 12-LOX inh | rTrxR1 inhibitor | TrxR1 substrate | USP1 inh
C#CCOCCOCCOCCNc1nc(N2CCN(C(=O)Cn3cc(CCO)nn3)CC2)nc(N2CCN(C(=O)[C@H](Cc3ccc(O)cc3)n3cc(CCO)nn3)CC2)n1 | -11.1% | 6.6% | -8.9% | / | 3.3% | ? | 9.3%[57.1 µM] | 3.5%[57.1 µM] | -14.4%
CCOC(=O)N1CCN(C(=O)C(NC(=O)c2ccc(CC)cc2)C(C)C)CC1 (stereo not given) | 5.5% | -9.0% | 1.8% | -1.1% | -2.2% | 2.8% | 14.3% | 2.0% | -6.7%
COc1ccc(C(=O)NCc2ccc(N3CCN(C(=O)OC(C)(C)C)CC3)cc2)cc1 | -3.8% | 0.9% | -9.3% | 0.7% | -0.8% | 2.0% | -4.6% | -11.0% | -5.1%
COc1cc(C2CC(=O)Oc3cc(O)ccc32)cc(OC)c1OC (stereo not given) | -1.6% | 8.4% | 11.5% | / | 4.1% | -20.3% | 29.3% | 0.4% | -12.7%
Nc1ccc(S(=O)(=O)c2cc(O)c3ccccc3c2O)cc1 | 13.0% | 5.5% | ? | / | ? | ? | 2.82µM* | -9.8% | ?
CCC(=O)N1CCCc2cc(S(=O)(=O)N3CCCc4ccccc43)ccc21 | 2.1% | -12.7% | 17.3% | 3.3% | 2.2% | 0.0% | 24.4% | 0.9% | -4.2%
COc1ccc(C(=O)Nc2cccc(C(=O)Nc3cc(C)ccn3)c2)cc1 | 4.8% | 4.5% | -9.0%[56.9 µM] | / | -0.8% | 1.5% | -23.2% | -10.1% | -19.6%
Cc1cc(S(=O)(=O)N2CCCCC2CCNC(=O)C(=O)NCCN2CCOCC2)ccc1F (stereo not given) | -5.7% | -5.1% | / | / | -8.9% | -0.2% | / | / | -11.3%
CCN(CCNC(=O)C1CCCN(S(=O)(=O)c2cnc[nH]2)C1)c1ccccc1 (stereo not given) | 8.5% | -0.6% | -28.6% | 0.0% | 0.9% | 3.3% | 3.4% | 3.4% | -24.3%
CCOc1ccc(C2/C(=C(\O)c3ccc4c(c3)OCCO4)C(=O)C(=O)N2CCN2CCOCC2)cc1OC (stereo not given) | 0.0% | -8.6% | -10.2% | 7.3% | 1.2% | / | -15.0% | -11.5% | -24.2%
COc1ccc(S(=O)(=O)N(C)C[C@@H]2Oc3c(NS(=O)(=O)c4cn(C)cn4)cccc3C(=O)N([C@@H](C)CO)C[C@@H]2C)cc1 | 7.4% | -3.3% | 3.9% | / | -1.1% | -1.6% | -24.0% | -8.0% | -15.8%
COC(=O)CNC(=O)COC(=O)c1cc(F)c(F)cc1Cl | 8.1% | -15.5% | -16.2% | 1.4% | -1.1% | 0.0% | 5.4% | 4.3% | -6.3%
CC1Cc2ccccc2N1C(=O)Cn1cnc2ccccc21 (stereo not given) | 1.8% | -0.2% | -8.2% | 4.0% | 5.8% | 80.1%[activator] | 4.3% | -6.7% | -13.9%
COc1ccc2nc(SCC(=O)Nc3c(C)cc(C)cc3C)[nH]c2c1 | 16.3% | -6.2% | 25.4% | 1.2% | -4.3% | 0.0% | 16.2% | -0.6% | -9.4%
O=C(NCCC1=CCCCC1)C1CCC(CNc2c(N3CCCC3)c(=O)c2=O)CC1 (stereo not given) | 0.0% | -4.0% | -12.8% | 0.4% | -4.8% | 7.5% | -47.3%[0.0914 µM] | 1.5% | -13.3%
C=CCn1c(SCC(=O)c2c(C)[nH]c3ccccc23)nnc1-c1ccncc1 | 5.8% | ? | 25.4% | 3.4% | 2.7% | 2.6% | 23.6%[57.1 µM] | 6.7%[57.1 µM] | 1.5%
CCn1c(-c2csc3c2CCC(C)C3)n[nH]c1=S (stereo not given) | -1.6% | 2.5% | -33.2% | 2.4% | 0.9% | ? | -7.7% | -6.7% | -17.7%
COc1ccc(NS(=O)(=O)c2cc3c(cc2C)N(C(C)=O)CCO3)cc1OC | -3.2% | -1.0% | -9.1% | 3.0% | -0.6% | 3.3% | 4.0%[57.1 µM] | 8.1%[57.1 µM] | -5.6%
Cc1ccc(NS(=O)(=O)c2ccc(CCC(=O)NCCCOC(C)C)cc2)cc1 | 0.4% | -10.8% | -40.4% | -0.4% | -1.8% | -13.1% | -4.1% | -9.4% | -16.4%
CSc1nc(-c2ccccc2)nc(NC(C)=O)c1C(C)=O | 13.4% | -4.1% | -14.0% | 0.1% | -7.1% | -7.8% | 11.6% | 4.0% | -22.7%

Given with values under each structure: entries from further up.
Under each structure: IDH1 R132H inh	Vif-A3F inh	RGS4 inh	RXFP1 ag	Vif-A3G inh	12-LOX inh	rTrxR1 inhibitor	TrxR1 substrate	USP1 inh
> COC(=O)CNC(=O)COC(=O)c1cc(F)c(F)cc1Cl
 : 8.1%	-15.5%	-16.2%	1.4%	-1.1%	0.0%	5.4%	4.3%	-6.3%
> CC1Cc2ccccc2N1C(=O)Cn1cnc2ccccc21 (stereo not given)
 : 1.8%	-0.2%	-8.2%	4.0%	5.8%	80.1%[activator]	4.3%	-6.7%	-13.9%
> COc1ccc2nc(SCC(=O)Nc3c(C)cc(C)cc3C)[nH]c2c1
 : 16.3%	-6.2%	25.4%	1.2%	-4.3%	0.0%	16.2%	-0.6%	-9.4%

(listing goes on)
molecule | IDH1 R132H inh | Vif-A3F inh | RGS4 inh | RXFP1 ag | Vif-A3G inh | 12-LOX inh | rTrxR1 inhibitor | TrxR1 substrate | USP1 inh
O=C(OCC#CCSc1nc2ccccc2o1)c1cc2ccccc2o1 | 3.9% | 1.2% | 0.8% | 3.6% | 1.6% | 440.2%[activator] | -0.3% | 0.1% | -20.1%
Cc1cc(C)n(-c2ncnc3c2oc2ccccc23)n1 | -1.2% | 0.5% | -10.5% | 1.3% | -5.0% | 451.7%[activator] | -6.2% | -3.7% | -9.4%
O=C(Nc1ccccc1C(=O)N1CCCC1)c1ncoc1-c1cccc(Cl)c1 | 0.7% | 0.3% | 4.9% | 2.2% | -0.9% | 0.0% | -4.8%[57.1 µM] | -4.5%[57.1 µM] | -23.1%
CC[C@@]1(C(=O)OC)N[C@H](CN(C)C(C)=O)[C@@H]2C(=O)N(C)C(=O)[C@@H]21 | -5.3%[38.3 µM] | 6.5% | 10.6% | / | -1.6% | -3.5% | 15.0% | -0.1% | -22.5%
COc1ccc(C(=O)Nc2cc(-c3nn4c(C)nnc4s3)ccc2C)cc1 | 5.0% | 0.3% | -16.6% | 5.2% | 0.2% | 403.1%[activator] | -5.8%[57.1 µM] | 10.6%[57.1 µM] | -12.4%
O=C(NC1CCCCC1)C(c1ccccn1)N(C(=O)Cc1cccs1)c1ccc(Cl)cc1 (stereo not given) | -7.4% | 3.6% | -14.2% | 1.3% | 1.4% | 0.0% | 38.5%[activator] | 7.6% | -12.8%
Nc1ncnc2c1ncn2[C@@H]1O[C@H](COP(=O)(O)OP(=O)(O)OP(=O)(O)O)[C@@H](O)[C@H]1O | -5.9% | 5.2% | -104.4% | 23.7% | -6.3% | -22.2%&18.7% | 4.9% | -3.2% | 2.0%
Cc1cccc(C)c1NC(=O)CSc1nc(-c2ccccc2)nc2c1Cc1c(CO)cnc(C)c1O2 | 7.6% | -0.4% | -0.6% | -0.4% | 7.7% | -15.4% | -23.1% | -7.1% | -10.2%
COc1ccc(C2=NOC(C(=O)Nc3cccnc3)C2)cc1 (stereo not given) | 3.7% | -24.7% | 24.4% | 0.2% | 4.9% | -2.5% | 16.9% | 1.4% | 2.0%
c1ccc2c(c1)OCC(CNc1ncnc3sccc13)O2 (stereo not given) | -6.1% | -9.9% | 7.1% | 1.3% | 2.7% | -14.1% | 8.9% | 3.1% | -1.3%
CCOc1ccc(S(=O)(=O)N2CCOCC2)cc1NC(=O)CCOc1ccc(C(C)(C)C)cc1 | -17.8% | 3.6% | 14.4% | 0.9% | 0.1% | ? | 9.0% | -4.2% | -14.9%
CC(=O)COc1ccc2cc(-c3ccccc3)c(=O)oc2c1 | -2.7% | -1.3% | -8.9%[56.9 µM] | 9.3% | -7.3% | ? | 70.7% | 293.7%[activator] | -31.0%
CCSc1nc(COC(=O)NC)c(COC(=O)NC)n1C | 2.6% | 2.6% | -27.2% | / | 0.2% | -0.6% | -4.8% | -6.3% | -15.1%
COc1ccc(CCN2C(=O)CC(N3CCC(C(N)=O)CC3)C2=O)cc1OC (stereo not given) | 5.3% | 4.8% | -0.8% | -3.7% | -0.9% | 3.7% | 22.4µM* | 5.6%[57.1 µM] | -16.6%
COC(=O)c1c(NC(=O)COc2ccc(Cl)cc2C)sc2c1CCCCC2 | -8.9% | 0.0% | ? | -0.9% | -2.5% | -20.0% | -17.8% | -9.2% | -14.2%
